Screening data deposited in PubChem by several laboratories.
CHRM1 PAM – positive allosteric modulators of human M1 muscarinic receptor; P11229; activation, % at 3 µM; hit rate 0.088% among 360,000; CHO-K1 hM1, Fluo-8 calcium fluorescence, ACh EC20; 0% = ACh EC20, 100% = maximal ACh; AID 588819; in the data active = activation above about 19%, passing the limit was not always enough
Target sequence (P11229 whole entry, looked up): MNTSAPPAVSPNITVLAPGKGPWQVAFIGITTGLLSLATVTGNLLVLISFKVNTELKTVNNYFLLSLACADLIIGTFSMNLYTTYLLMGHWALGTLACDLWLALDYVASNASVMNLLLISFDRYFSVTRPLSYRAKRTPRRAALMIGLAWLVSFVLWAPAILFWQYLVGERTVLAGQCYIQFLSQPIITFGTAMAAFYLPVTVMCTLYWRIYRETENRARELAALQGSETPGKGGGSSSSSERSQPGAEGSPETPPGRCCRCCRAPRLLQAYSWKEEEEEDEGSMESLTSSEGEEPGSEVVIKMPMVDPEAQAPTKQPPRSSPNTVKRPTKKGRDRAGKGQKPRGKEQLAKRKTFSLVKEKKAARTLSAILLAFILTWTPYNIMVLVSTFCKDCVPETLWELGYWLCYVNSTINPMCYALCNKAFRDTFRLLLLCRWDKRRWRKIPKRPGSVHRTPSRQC
CRFR2-BP ag – agonists of human CRF-binding protein/CRF-R2 receptor complex; HEK293 CRF-R2/CRF-BP, calcium dye fluorescence (FLIPR); percent of saturating CRF peptide response; activation, % at 13.2 µM; hit rate 0.46% among 350,000;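 active = activation of at least 50%, plus an integration ratio under a set limit after plate pattern correction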;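 also: plate controls were neutral control wells without compound for no effect and CRF at EC100 for full effect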
M5 PAM – positive allosteric modulators of human muscarinic M5 receptor | P08912 | CHO-K1 hM5, Fluo-8 calcium, ACh EC20 PAM; 0% = ACh EC20, 100% = ACh EC100 | activation, % at 3 µM | hit rate 0.3% among 360,000 | AID 624038;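 active = activation above the run cutoff, the mean activation of all test compounds plus 3 SD, cut at about 18% in these data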
Target sequence (P08912 whole entry, looked up): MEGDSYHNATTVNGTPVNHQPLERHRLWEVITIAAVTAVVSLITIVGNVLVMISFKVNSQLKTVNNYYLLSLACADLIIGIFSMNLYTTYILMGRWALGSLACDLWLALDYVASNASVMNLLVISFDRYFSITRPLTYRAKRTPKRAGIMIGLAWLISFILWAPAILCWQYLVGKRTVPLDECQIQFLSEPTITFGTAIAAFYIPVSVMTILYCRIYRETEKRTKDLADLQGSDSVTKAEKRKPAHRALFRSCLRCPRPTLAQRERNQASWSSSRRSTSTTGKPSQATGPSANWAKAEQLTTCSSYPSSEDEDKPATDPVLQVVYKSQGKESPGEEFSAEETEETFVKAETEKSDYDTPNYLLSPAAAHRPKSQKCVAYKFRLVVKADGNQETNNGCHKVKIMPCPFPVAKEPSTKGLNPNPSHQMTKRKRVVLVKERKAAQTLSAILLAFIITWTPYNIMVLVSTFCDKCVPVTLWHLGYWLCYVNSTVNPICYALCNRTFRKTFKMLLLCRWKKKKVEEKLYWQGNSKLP
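System: CHO-K1 hM5 cells. Reagent: acetylcholine, EC20 level. Compound dosing: single dose, 3 µM nominal final test concentration. Timing: Post-acetylcholine fluorescence recording 140 s. Detection: Fluo-8 calcium fluorescence. Read-out: % activation, ACh-normalized. Benchmarks: ACh EC20 and EC100 wells. Repeats: singlicate, one well per test compound.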
CRFR2-BP antag – antagonists of CRF-binding protein/CRF-R2 receptor complex | HEK293 CRF-R2/CRF-BP, CRF-induced calcium fluorescence | inhibition, % at 11.8 µM | hit rate 0.59% among 350,000;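 active = inhibition of the ligand-induced calcium signal above about 50% at the single tested concentration, limit read from the data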
M4 PAM – potentiates acetylcholine response at human M4 receptor. CHO-K1 hM4/Gqi5, Fluo-8 calcium fluorescence, ACh EC20; 0% = ACh EC20, 100% = maximal ACh. AID 624126. P08173. activation, % at 3 µM. hit rate 0.4% among 360,000;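 active = activation above its plate's cutoff, the mean activation of sample wells plus 3 SD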; also: some results filed as inactive read as strong as hits
M5 ag – agonists of human muscarinic M5 receptor (CHRM5); hit rate 0.19% among 360,000; activation, % at 3 µM; CHO-K1 hM5 cells, Fluo-8 calcium fluorescence; 0% DMSO wells, 100% maximal acetylcholine response;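 active = activation above the run's mean over test compounds plus 3 SD, cut at about 23% in these data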;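 also: signal is peak over basal fluorescence ratio across the kinetic read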
M4 ag – agonists of human muscarinic M4 receptor (CHRM4) | P08173 | CHO-K1 hM4/Gqi5, Fluo-8 calcium fluorescence; vehicle 0%, full acetylcholine response 100% | activation, % at 3 µM | hit rate 0.14% among 360,000;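 active = activation above the run mean over all test wells plus 3 SD, cut at about 32% in these data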;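 also: peak over basal fluorescence ratio per well then scaled between controls; 0% = DMSO wells and 100% = acetylcholine at EC100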
CHRM5 antagonist – blocks acetylcholine activation of human M5 receptor; CHO-hM5 cells, Fluo-8 calcium fluorescence, ACh EC80; inhibition, % at 3 µM; hit rate 0.59% among 360,000; AID 624040;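 active = inhibition above a per-plate cutoff, the mean of that plate's test compounds plus 3 SD, cut at about 27% in these data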;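 also: 0% = acetylcholine EC80 with DMSO and 100% = DMSO without agonist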
CHRM4 antagonist – antagonists of human muscarinic M4 receptor (CHRM4) | P08173 | CHO-hM4 cells, ACh EC80, Fluo-8 calcium fluorescence | inhibition, % at 3 µM | hit rate 0.73% among 360,000 | AID 624125;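 active = inhibition above its plate's cutoff, the mean inhibition of sample wells plus 3 SD, cut at about 27% in these data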;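 also: 0% = acetylcholine EC80 with DMSO and 100% = DMSO without agonist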
Starred values were filed as active, the others as inactive; x = no result given.

SMILES	CHRM1 PAM	CRFR2-BP ag	M5 PAM	CRFR2-BP antag	M4 PAM	M5 ag	M4 ag	CHRM5 antagonist	CHRM4 antagonist
Cc1cccc(OCC(=O)N(Cc2cccs2)C2CCS(=O)(=O)C2)c1 (configuration not stated)	-2	-0.3	-18	-16	0	-5	5	5	-6
COc1ccc(-n2nc3c(c2NC(=O)CC(C)C)CS(=O)C3)cc1 (configuration not stated)	6	-0.6	-4	15	-3	0	4	7	-1
CC(=O)Oc1ccc(Cn2c(C)c(C(=O)N(C)Cc3ccc(F)cc3)sc2=O)cc1	10	x	-8	x	6	7	5	1	-6
O=P(c1ccccc1)(c1ccccc1)c1nc(-c2ccc(Cl)cc2)oc1N1CCOCC1	11	2.1	12	-12	2	4	1	-7	0
O=C(CSc1nc2ccccc2o1)NC(=O)NCc1ccco1	7	-0.3	9	-7	-3	3	0	-2	10
O=C(CSc1ccc(Cl)cc1)N1CCCC1	7	-0.9	-3	-3	-5	-2	0	-1	1
CCc1ccc(N(C(=O)c2csnn2)C(C(=O)NC(C)(C)C)c2ccncc2)cc1 (configuration not stated)	6	0.1	1	-12	0	2	2	-4	8
Cc1cccc(C(=O)NNC(=O)c2ccc(O)cc2)c1	5	0.1	-5	6	-2	3	1	-6	2
Cn1c(SCc2nc3ccccc3c(=O)[nH]2)nnc1-c1ccco1	3	0.0	2	-7	2	3	1	-4	3
Cc1ccc(N(C(=O)CCC(=O)Nc2cc(C)on2)C(C(=O)NC2CCCC2)c2cccs2)cc1 (configuration not stated)	2	-3.5	-3	37	3	-5	2	5	-5
C=CCNc1nc(C(=O)OCC(=O)c2ccc(OC)cc2OC)cs1	3	-0.5	1	18	2	-1	3	4	-8
O=C(Nc1ccc(-c2ccc3nncn3n2)cc1)C1CCCC1	-2	-1.1	-3	-9	-3	3	3	-2	1
O=C(C[C@@H]1C/C=C\C[C@H](Cc2ccc(F)cc2)C(=O)OC[C@@H]2CCCN2C1=O)N[C@H](CO)Cc1ccccc1	7	12	-6	-23	10	1	11	6	6
CC1=C(C(=O)Nc2ccc(C)cn2)C(c2cnn(C)c2)C2=C(CCCC2=O)N1 (configuration not stated)	3	-0.7	0	2	2	-2	0	0	-1
CC(=O)c1ccc(NC(=O)C2Cc3ccccc3CN2C(=O)c2ccccc2)cc1 (configuration not stated)	-12	-1.6	-10	-11	-4	4	10	11	1
CCN(CC)C(=O)[C@H]1C[C@H](CC(=O)NC/C=C(\C)CCC=C(C)C)C(=O)N2CCc3c([nH]c4ccc(Cl)cc34)[C@]12C	1	1.6	-2	75*	11	0	0	8	-6
COc1ccc(NC2c3ncccc3C(=O)N2Cc2cccs2)cc1 (configuration not stated)	1	0.1	4	0	4	1	1	2	-7
COC(=O)C1=C(C)N(Cc2ccco2)C(=O)N[C@@H]1c1ccccc1	9	-0.9	7	3	15	1	3	5	0
Cc1[nH]c2ccccc2c1/C=N/NC(=S)NCc1ccccc1	-2	-0.8	-5	-28	-7	-1	1	-3	8
COc1cccc(NC(=O)c2nn(C34CC5CC(CC(C5)C3)C4)cc2[N+](=O)[O-])c1	-5	0.4	-2	20	-7	-4	2	4	-12
COCCn1nnnc1C(c1ccc(OC)c(OC)c1)N1CCN(C(=O)c2ccco2)CC1 (configuration not stated)	8	-1.1	5	-9	4	0	2	12	-3
CCOC(=O)C1CCN(C(=O)c2sc3nc(-c4ccccc4)cn3c2C)CC1	6	1.9	-1	-28	-10	1	1	2	9
CCN(CCC(=O)Nc1ccc(Br)c(C)c1)Cc1ccccc1	-6	-0.8	-6	-7	-7	-4	3	0	14
Cc1nc(CS(=O)(=O)c2ccccc2)cc(Sc2ccccc2Cl)n1	6	0.7	4	-9	8	3	3	10	9
CCc1cccc(CC)c1NC(=O)COC(=O)C1(c2ccc(Cl)cc2)CCCC1	-3	5.5	-3	7	8	-3	1	1	-1

Part of the list above in order of SMILES length, ascending.
SMILES	CHRM1 PAM	CRFR2-BP ag	M5 PAM	CRFR2-BP antag	M4 PAM	M5 ag	M4 ag	CHRM5 antagonist	CHRM4 antagonist
Cc1cccc(C(=O)NNC(=O)c2ccc(O)cc2)c1	5	0.1	-5	6	-2	3	1	-6	2
Cc1[nH]c2ccccc2c1/C=N/NC(=S)NCc1ccccc1	-2	-0.8	-5	-28	-7	-1	1	-3	8
Cc1cccc(OCC(=O)N(Cc2cccs2)C2CCS(=O)(=O)C2)c1 (configuration not stated)	-2	-0.3	-18	-16	0	-5	5	5	-6
Cc1ccc(N(C(=O)CCC(=O)Nc2cc(C)on2)C(C(=O)NC2CCCC2)c2cccs2)cc1 (configuration not stated)	2	-3.5	-3	37	3	-5	2	5	-5

(more compounds)
SMILES	CHRM1 PAM	CRFR2-BP ag	M5 PAM	CRFR2-BP antag	M4 PAM	M5 ag	M4 ag	CHRM5 antagonist	CHRM4 antagonist
O=C(/C(N=Nc1cccc(C(F)(F)F)c1)=C(/O)c1cccs1)C(F)(F)F	9	15	7	13	-4	3	0	1	-7
Cc1ccc(-c2nc(N)n(C(=O)c3ccco3)n2)cc1	6	0.3	-6	-5	1	2	0	2	2
O=C1CCCC(=O)C1CS(=O)(=O)c1ccccc1	4	-4.6	-8	26	6	-4	0	-5	-2
O=C(c1ccc(Cl)c(S(=O)(=O)N2CCCC2)c1)N1CCCCC1	10	-0.1	-4	-9	-2	-2	1	11	4
Cc1cc(NC(=O)c2ccccc2O)nc(C)n1	10	-0.4	9	3	4	1	2	-10	4
O=C(NCc1cccnc1)C(C(=O)c1ccc(F)cc1)n1ccccc1=O (configuration not stated)	6	0.2	-3	-1	0	-1	0	-1	-6
COCC(=O)Nc1cccc(-c2ccc3nncn3n2)c1	3	-4.6	0	-5	5	-3	1	-1	5
CC(C)(C)C(=O)[C@@H]1[C@@H]2C(=O)N(c3ccc4c(c3)OCCO4)C(=O)[C@@H]2C2c3ccccc3C=CN21 (some centres not stated)	5	1.0	-1	14	12	0	1	-19	-11
COc1ccc(-c2cc(-c3ccccc3)c(C#N)c(S(C)(=O)=O)n2)cc1	9	0.1	-1	5	2	-1	0	2	-3
CNC(=O)COc1ccc(Cl)c2cccnc12	2	-2.1	3	17	7	-2	1	7	-4
O=C(CSc1nc2c(sc3ccccc32)c(=O)n1CCO)NCC1CCCO1 (configuration not stated)	1	-1.0	-1	3	12	-1	1	-3	-16
OC(c1cccc(Cl)c1)c1ncc(-c2cccc(C(F)(F)F)c2)[nH]1 (configuration not stated)	-3	x	-6	x	-3	1	10	-3	1
CC(C)CCNC(=O)CSc1nnc(-c2ccc(S(=O)(=O)N3CCCC3)cc2)n1C	2	0.8	3	5	12	-3	0	1	10
COc1cccc(COC(=O)Nc2ccccc2)c1OC	3	x	-3	x	-5	-3	4	-5	-3
COCCNC(=O)C1CCCN(Cc2ccc(Cl)cc2)CC1 (configuration not stated)	-2	x	-1	x	-2	-1	1	5	-11
N#C/C(=C\c1cccc(NC(=O)c2ccccc2Cl)c1)C(=O)NCCc1ccccc1	0	3.0	-15	-72	-6	-1	9	21	10
CCCC(=O)NC(=S)Nc1ccc(NC(=O)C(C)C)c(OC)c1	14	-2.4	3	16	13	0	2	4	-1
O=C(CN1C(=O)NC2(CCCC2)C1=O)NNC(=O)c1ccc(Cl)cc1	5	-1.3	-4	10	0	1	0	-3	-8
CC1(C)NC(=O)N(CCCOc2ccc3c(c2)CCC3)C1=O	5	0.5	-2	-6	-5	0	7	-2	-9
Cc1ccc(NC(=O)c2ccc(CNc3c(N4CCOCC4)c(=O)c3=O)cc2)cc1	7	-0.7	4	5	0	-1	0	0	5
O=C(O)c1cc(-c2ccc(Cl)cc2)n(-c2ccccc2)n1	11	0.2	2	10	3	3	1	7	-1
O=C(Nc1ccc(Br)cc1F)C1CCN(c2nnc(-n3cccc3)s2)CC1	3	-1.6	1	-3	7	0	2	3	-12
NNC(=O)C1CCCn2c1nc1sc3c(c1c2=O)CCCC3 (configuration not stated)	3	-0.1	4	-5	-3	-4	-1	-1	-2
CC1(C)N=C(N)NC(Nc2cccc(Br)c2)=N1	-11	-0.5	0	-12	-10	-7	0	2	8
CC(NC(=O)CCc1nnc(Cc2cccc(C(F)(F)F)c2)o1)C1CC1 (configuration not stated)	-5	1.8	-16	-14	-14	4	16	17	-12
SMILES	CHRM1 PAM	CRFR2-BP ag	M5 PAM	CRFR2-BP antag	M4 PAM	M5 ag	M4 ag	CHRM5 antagonist	CHRM4 antagonist
Nc1nnc(-c2ccco2)s1	-4	0.0	4	17	-3	2	0	8	17
Cc1cc(NC(=O)CCC(=O)N(CC(=O)NC2CCCC2)c2cccc(C)c2C)no1	-1	-0.7	1	-8	-5	0	1	2	0
O=C(CN1CCOCC1)N1c2ccccc2Sc2ccccc21	-11	-0.6	-2	-4	-5	-6	1	7	5
COc1ccccc1NC(=O)c1ccc(NC(=O)COC(=O)c2cncc(Br)c2)cc1	-11	-0.7	-15	1	-8	4	17	6	12
CCCS(=O)(=O)c1c(S(=O)(=O)CCC)c2cc(-c3ccncc3)ccn2c1C(=O)OC	2	4.2	-2	-2	1	0	5	8	6
CC1CC(C)CN(CCCNS(=O)(=O)c2ccc3c(c2)oc(=O)n3C)C1 (configuration not stated)	-4	4.9	-10	-22	-3	1	3	9	4
Cc1ccc2[nH]c(=O)c(C(c3nnnn3Cc3ccccc3)N3CCc4ccccc43)cc2c1 (configuration not stated)	4	-1.6	4	-15	10	-2	1	1	-2
O=C(CCCc1c[nH]c2ccccc12)NCc1ccccc1F	13	-1.0	6	8	-3	-4	0	5	6
O=S(=O)(Nc1ccc(S(=O)(=O)N2CCCCC2)cc1)c1ccc(Br)s1	-3	-3.2	-9	-5	-2	-2	3	-2	4
COC(=O)c1ccc(SC)cn1	5	-0.5	-3	0	0	1	0	-6	7
CCO[C@H]1OC(C(=O)N2CCN(Cc3ccc4c(c3)OCO4)CC2)=C[C@@H](c2ccc3c(c2)OCO3)[C@@H]1CCCO	-10	-2.2	-22	-3	4	-1	22	10	7
Cc1cc(NC(=O)C2CCCCC2)nc2c1c(=O)oc1ccccc12	-2	1.6	-5	-106	7	-1	2	-7	-2
Cc1ccc(C(=O)Nc2cccnc2Cl)cc1Cl	4	-0.8	3	5	-2	2	-1	6	-1
CCOCCOC(=O)NCCCCCCNC(=O)OCCOCC	10	-1.0	12	8	18	-4	1	0	6
CN(CC(O)Cn1cnc2c1c(=O)n(C)c(=O)n2C)c1ccccc1 (configuration not stated)	4	0.7	-2	-10	-7	6	9	13	7
Cc1[nH]ncc1N=Cc1ccc([N+](=O)[O-])cc1	8	1.2	4	12	4	4	2	-13	-5
CC1CC(C)CN(S(=O)(=O)c2ccc(C(=O)Nc3sccc3C(N)=O)cc2)C1 (configuration not stated)	5	4.8	-1	-22	5	1	3	0	-16
COC(=O)C1=C(C)N(C)C(=O)NC1c1ccsc1 (configuration not stated)	-4	-2.0	11	-3	0	-2	1	11	3
O=C(COc1ccccc1)NC1CCN(Cc2ccccc2)CC1	0	-1.1	0	-18	3	-6	0	-3	-10
COc1ccc(Cn2c(-c3ccc(Cl)cc3)c[n+]3ccccc23)cc1	-11	0.5	-15	-1	-15	-10	0	22	21
Cc1cc(C)c2c(N)c(C(=O)NC3CCCC3)sc2n1	13	-1.0	-9	-4	52*	-3	36*	-3	61*
COC(=O)c1sccc1NC(=S)N1CCN(c2ccccc2F)CC1	12	-2.6	3	17	11	1	1	-2	-5
O=Cc1cc(N=Nc2ccccc2Cl)ccc1O	13	-0.7	-9	31	8	-3	5	4	8

Outcome played no part in choosing rows; overall some 2.6% were active at least once.
